Compound activity (PubChem BioAssay)
Mm-Cpn inhibitor – blocks the Methanococcus maripaludis chaperonin Mm-Cpn; purified Mm-Cpn ATPase, ADP Transcreener TR-FRET; Potency, µM (series often up to 76.9 µM), for inactives: at the highest dose activity, negative = inhibition, usual class: inhibitors; 0.031% of 330,000 active; AID 504842; note: potency is the fitted concentration of half-maximal effect; % is set by controls: 0 for no effect and ±100 for the full control effect; nearly all actives have a fitted effect of over 80% in size
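25 nM Mm-CPN + cpd, 10 min 37°C; + 10 uM ATP, 30 min 37°C; buffer 30 mM Tris pH 7.4, 100 mM KCl, 5 mM MgCl2, 1 mM DTT; Transcreener ADP HTRF detection 30 min RT.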
A549 tox – A549 cytotoxicity, counter-screen for Nrf2 inhibitors | A549 ARE-Fluc cells, CellTiter-Fluor viability, 18-24 h | Potency, µM (series often up to 46 µM), for the others: top-dose activity change, negative = cytotoxicity, usual class: inhibitors | 0.16% of 390,000 active; note: potency is the fitted concentration of half-maximal effect; % is set by controls: 0 for no effect and ±100 for the full control effect
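Cytotoxicity counterscreen: CellTiter-Fluor fluorescence was measured in A549 ARE_Fluc cells after 18-24 h of compound exposure in a concentration series. The subsequent BugLite luminescent read reports ARE-luciferase activity.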
TGFb SMAD3 inh – TGF-b pathway inhibition; HepG2 CAGA-GFP TGF-b/SMAD3 reporter, GFP fluorescence, 18 h; TGF-beta stimulated, 500 pg/mL final; Potency, µM (highest dose often 46.1 µM), without a hit: top-dose activity, negative = inhibition, hits mostly inhibitors; 1.2% of 410,000 active; note: potency is the fitted concentration of half-maximal effect; % is set by controls: 0 for no effect and ±100 for the full control effect; nearly all actives have a fitted effect of over 65% in size
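First, reporter cells (HEPG2 CAGA-GFP) rested 2 h at 37 degrees C. Next, compounds were pinned in and TGF-beta added to 500 pg/mL final. After 18 h, GFP was imaged per cell and summed per well.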
Nrf2 activator – Nrf2 pathway activation; AREc32 ARE-luciferase reporter (MCF7-derived line), luminescence, 24 h; Potency, µM (highest dose often 46.1 µM), inactives show at the highest dose activation, hits mostly activators; 0.31% of 410,000 active; note: potency is the fitted concentration of half-maximal effect; % of control where 0% means no effect; nearly all actives have a fitted effect of over 65% in size
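Cells of the AREc32 ARE-luciferase line are plated in OPTI-MEM containing 5% FBS and left overnight at 37 deg C. Compounds are pinned in, incubation continues 24 hr, and firefly luciferase signal is then measured.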
Nrf2 inh – blocks Nrf2 signaling. A549 ARE-Fluc reporter, luciferase luminescence, 18-24 h. Potency, µM (top dose mostly 46 µM), inactives show top-dose activity change, negative = inhibition, usual class: inhibitors. 2.1% of 360,000 active; note: potency is the fitted concentration of half-maximal effect; % is set by controls: 0 for no effect and ±100 for the full control effect; nearly all actives have a fitted effect of over 60% in size
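A549 ARE_Fluc cells (5000/well, 5% FBS OPTI-MEM) pre-incubated 2 h, then treated with compounds 18-24 h at 37C/5% CO2 in concentration-response. CellTiter-Fluor viability read first; BugLite luciferase luminescence after 15 min at room temperature gives Nrf2 activity.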
EPAC2 antag – antagonists of human EPAC2; AID 720708; Q8WZA2; EPAC2 GEF exchange of Rap1B-BODIPY-GDP, fluorescence; Potency, µM (series often up to 114 µM), for inactives: top-dose activity, negative = inhibition, actives largely listed as inhibitors; 0.18% of 360,000 active; note: potency is the fitted concentration of half-maximal effect; % is set by controls: 0 for no effect and ±100 for the full control effect; nearly all actives have a fitted effect of over 45% in size; many of its hits are not listed in these tables
Target sequence (Q8WZA2 whole entry, looked up): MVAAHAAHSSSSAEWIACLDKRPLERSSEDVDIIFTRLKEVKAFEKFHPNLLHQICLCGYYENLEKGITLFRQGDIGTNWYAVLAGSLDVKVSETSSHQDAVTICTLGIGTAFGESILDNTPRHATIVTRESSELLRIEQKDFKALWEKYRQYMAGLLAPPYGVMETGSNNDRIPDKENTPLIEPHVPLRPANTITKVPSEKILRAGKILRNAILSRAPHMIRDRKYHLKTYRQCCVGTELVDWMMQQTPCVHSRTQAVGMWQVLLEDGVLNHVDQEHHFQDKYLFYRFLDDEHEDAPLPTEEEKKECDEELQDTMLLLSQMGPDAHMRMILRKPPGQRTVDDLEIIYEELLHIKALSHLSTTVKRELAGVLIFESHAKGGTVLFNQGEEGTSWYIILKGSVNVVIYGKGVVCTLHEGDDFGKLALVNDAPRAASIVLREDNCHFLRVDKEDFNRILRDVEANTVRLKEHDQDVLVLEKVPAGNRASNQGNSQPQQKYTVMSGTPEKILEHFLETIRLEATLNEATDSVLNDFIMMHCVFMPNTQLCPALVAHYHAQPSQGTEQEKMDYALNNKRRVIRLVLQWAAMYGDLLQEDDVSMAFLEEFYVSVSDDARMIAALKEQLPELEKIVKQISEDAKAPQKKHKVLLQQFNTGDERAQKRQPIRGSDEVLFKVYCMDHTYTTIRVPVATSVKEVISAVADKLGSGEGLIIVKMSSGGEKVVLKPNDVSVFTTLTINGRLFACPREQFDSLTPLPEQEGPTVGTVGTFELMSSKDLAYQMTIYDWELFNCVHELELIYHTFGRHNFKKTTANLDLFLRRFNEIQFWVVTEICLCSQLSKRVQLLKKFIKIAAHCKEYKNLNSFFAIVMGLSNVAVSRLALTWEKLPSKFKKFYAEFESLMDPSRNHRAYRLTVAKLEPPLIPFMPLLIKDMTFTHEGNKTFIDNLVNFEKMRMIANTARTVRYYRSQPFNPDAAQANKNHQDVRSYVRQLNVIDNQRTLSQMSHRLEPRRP
Akt phos inh – inhibitors of Akt phosphorylation | AID 651550 | Neuro2A IGF-stimulated pAkt S473 HTRF, 20 min; active compounds read low | 0.32% of 360,000 active | activity change, % for hits at 50 µM; in the data active = activity change below about -80%; inconclusive = mostly about -51% to -80%; note: % is set by controls: 0 for no effect and ±100 for the full control effect
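Neuro2A cells (4,500/well, DMEM with 0.5% FBS) were treated with compound at a single 50 µM final concentration, stimulated with 6 nM IGF for 20 min at 37 °C, and lysed. Phospho-Akt Ser473 was read by HTRF as 665/615 ratio ×10^4.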
CCT chaperon mod – modulators of cytosolic chaperonin (CCT/TRiC) activity; purified chaperonin ATPase assay, HTRF ADP detection, 30 min; AID 651819; 0.3% of 360,000 active; activity change, % (test concentration not listed), hits read low; in the data active = activity change below about -30%; note: % is set by controls: 0 for no effect and ±100 for the full control effect
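TRiC at 40 or 20 nM final (batch-dependent) in 30 mM Tris pH 7.4, 100 mM KCl, 5 mM MgCl2, 1 mM DTT, with compound at single 76 uM and 10 uM ATP, 30 min at 37 deg C. ADP detected by HTRF Transcreener, 665/615 ratio.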
EPAC2 agonist – EPAC2 (human) agonism; EPAC2 activation, biochemical qHTS; response scale: 100% = 6.5 mM cAMP response; AID 720711; 0.079% of 360,000 active; Potency, µM (doses to about 154 µM), without a hit: top-dose activation, hits mostly activators; note: potency is the fitted concentration of half-maximal effect; nearly all actives have a fitted effect of over 50% in size
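Readout is BODIPY fluorescence (480 nm excitation, 540 nm emission), which falls as labeled GDP is exchanged off Rap1B. EPAC2 at 100 nM acted on 250 nM RAP1B-BODIPY-GDP with 50 uM GDP present.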
An asterisk follows results filed as active; i = inactive; ? = inconclusive; · = no result given; [ ] = dose if it differs, or a comment. Unless noted, calls come from the whole dose curve; as a rule, active = well fitted curve in the direction sought with a large enough effect; inconclusive = small, poorly fitted or top-dose-only effect, or another doubt; inactive = no such curve, though single readings can be large; an effect the other way counts as inactive or inconclusive.

SMILES | Mm-Cpn inhibitor | A549 tox | TGFb SMAD3 inh | Nrf2 activator | Nrf2 inh | EPAC2 antag | Akt phos inh | CCT chaperon mod | EPAC2 agonist
CCOCCCNC(=S)NC1CC2CCC(C1)N2Cc1ccccc1 (configuration not stated) | -1.6% | 4.4% | -0.1% | 0.0% | 0.7% | -1.9% | i | -1.3 | 13.3%
Cc1ccc2[nH]cc(CCNC(=O)c3ccc4c(c3)OCO4)c2c1 | -3.9% | -19.5% | -15.3% | 0.1% | ? | -11.2% | i | -1.6 | 5.9%
CCN(CC)C(=O)C(C)OC(=O)c1ccc(O)cc1 (configuration not stated) | 2.4% | 4.2% | 12.4% | -0.6% | -11.3% | -3.5% | i | -1.9 | 3.5%
C[C@H]1CN([C@@H](C)CO)C(=O)c2cc(-c3cccc(C(=O)N(C)C)c3)cnc2O[C@H]1CN(C)C(=O)Cc1ccccn1 | · | · | -3.1% | -0.7% | · | 4.8% | i | -3.9 | 3.8%
Cc1cc(C)nc(NS(=O)(=O)c2ccc(Br)cc2)n1 | -0.4% | -8.2% | 21.1% | -1.0% | ? | -1.9% | i | -1.2 | 1.2%
CCN(CC)CCOc1nnc(-c2ccc(C)cc2)c2ccccc12 | 4.5% | -7.1% | -1.2% | 0.2% | -3.0% | 9.6% | i | -2.4 | -6.7%
CC(SC(C)C(=O)NN=Cc1ccc(F)cc1)C(=O)NN=Cc1ccc(F)cc1 (configuration not stated) | · | -10.2% | 7.2% | -0.5% | 6.6% | 18.4% | i | -0.1 | -4.0%
Cc1cc(NC(=O)C2CCCN(S(=O)(=O)c3cnc[nH]3)C2)ccc1Br (configuration not stated) | 1.5% | -5.4% | 9.5% | 3.5% | 2.2% | -8.0% | i | -4.2 | 2.7%
COc1ccc(/C=N/Nc2nnc(C)n2N)cc1OC | -4.9% | 0.1% | -50.1% | -3.1% | 13.4% | 4.3% | i | 2.9 | 7.5%
Cn1c(SCc2c(F)cccc2Cl)nnc1-c1cccs1 | 0.7% | 11.0% | 2.7% | 2.0% | 18.6% | -10.4% | i | -2.6 | 8.0%
CCCNC(=O)Cn1c2ccccc2c2nc(=O)cc(C)n21 | 1.2% | -2.9% | -0.5% | 2.9% | 1.6% | 10.8% | i | -1.1 | 9.4%
O=C(Cc1cn2ccsc2n1)Nc1ccccn1 | 2.2% | 0.0% | -12.2% | 10.1% | 7.8% | 8.1% | i | 1.4 | -0.7%
CCOC(=O)c1cc2c(=O)n3ccccc3nc2n(CC(C)C)c1=NC(=O)COc1ccc(Cl)cc1 | · | -10.8% | ? | 3.8% | 20.8%[9.27 µM] | · | · | · | ·
COc1ccc(-c2[nH]ncc2CN2CCCN(c3ccccc3)CC2)c(F)c1 | 0.3% | 1.0% | -10.1% | 0.5% | 3.7% | -0.1% | i | 0.0 | -9.4%
CCOC(=O)COc1ccccc1/C=C\[N+](=O)[O-] | 0.3% | ? | 5.62µM* | ? | ? | -0.9% | i | -0.8 | 2.3%
O=C(O)c1cccc(NC2=C(N3CCOCC3)C(=O)c3ccccc3C2=O)c1 | -2.1% | -10.1% | ? | -0.1% | 8.1% | -6.4% | i | -0.9 | -1.2%
COc1ccc(C2Nc3cccc4cccc(c34)N2)cc1Br | 1.8% | -0.2% | -8.4% | 20.0% | 7.9% | -23.8% | i | -8.5 | 13.8%
O=C(NCc1ccccc1F)C1CCCN1C(=O)Nc1ccc(Cl)cc1 (configuration not stated) | 0.9% | 3.6% | 5.8% | 0.0% | 7.1% | 4.4% | i | -1.5 | 1.6%
O=C(O)c1cc(O)ccc1N=Nc1ccccc1 | -2.4% | -6.8% | 2.3% | ? | -9.3% | 10.7% | i | -5.1 | -2.1%
NC(=O)CSc1nc2cc(Cl)ccc2c(=O)n1C1CCCCC1 | -3.0% | -12.4% | -25.2% | 1.5% | ? | -15.6% | i | -0.1 | 7.2%
CCOC(=O)C1CCN(c2c(C(=O)c3ccccc3)cnc3ccc(Cl)cc23)CC1 | -0.3% | -14.9% | 6.1% | -0.9% | -13.6% | 0.5% | i | -2.3 | 7.8%
Cc1ccc(CN2CCCN(Cc3cc(C)ccc3C)S2(=O)=O)cc1 | 1.2% | 0.5% | -24.7% | 0.1% | 5.4% | -4.4% | i | 0.2 | 11.7%
O=Cc1cn(-c2ccccc2)nc1-c1ccc(F)cc1 | 0.6% | -7.7% | -2.1% | 3.7% | -13.1% | 25.3% | i | 1.1 | -0.5%
C=CCn1c(N)nc2ccccc21 | -1.7% | -1.3% | 6.5% | 0.3% | · | 4.5% | i | -0.1 | 9.4%
O=c1oc(-c2cccs2)nc2scc(-c3cccs3)c12 | 0.8% | -1.7% | ? | 13.4% | · | -1.5% | i | -6.5 | 16.6%
Cc1ccc(-n2c(O)c(C=Nc3ccccc3-c3n[nH]c(=S)[nH]c3=O)c3ccccc3c2=O)cc1C | -5.5% | ? | ? | -0.1% | -7.1% | -22.0% | i | -29.4 | 0.1%
CCN(CC)S(=O)(=O)c1cc(NS(=O)(=O)c2cccc(C(=O)O)c2)ccc1C | 1.1% | -6.9% | 12.2% | 0.3% | 0.1% | 8.2% | i | -1.4 | 0.9%
COC(=O)c1cc2nc(-c3ccccc3)cc(C)n2n1 | -5.6% | -2.2% | ? | 2.1% | · | 4.4% | i | -0.5 | 1.5%
COC(=O)[C@@H]1CC(O)CN1C(=O)C12CC3CC(CC(C3)C1)C2 (some centres not stated) | 1.4% | -7.8% | 2.3% | 0.7% | 4.3% | 4.7% | i | 2.2 | 3.2%
CN(Cc1cnccn1)C(=O)CC1C(=O)NCCN1Cc1c(F)cccc1Cl (configuration not stated) | -1.6% | 3.1% | 6.9% | 3.3% | 4.3% | -0.4% | i | -0.7 | -2.8%
N#C/C(=C\c1cc2ccccc2nc1N1CCCCC1)C(N)=O | -11.9% | -10.6% | 5.5% | 4.9% | -6.9% | 1.3% | i | -0.9 | 0.0%
CCOc1cccc(-c2ccc3nncn3c2)c1 | · | · | 22.6% | 4.7% | · | -4.5% | i | 0.6 | 15.3%
COC(=O)c1ccccc1NS(=O)(=O)c1ccc(NC(C)=O)cc1 | 0.3% | 2.8% | 0.8% | 2.6% | 12.8% | -3.9% | i | 0.3 | 3.5%
CCCc1cc(=O)n2[nH]c(NC(=O)c3ccc(C(C)(C)C)cc3)nc2n1 | · | 0.7% | -15.4% | -1.2% | 9.7% | · | · | · | ·
c1cc(-c2cc3nc(NC4CCCCC4)ccn3n2)ccc1OCCN1CCOCC1 | · | · | 11.2µM* | -2.3% | · | 3.3% | i | 0.6 | 10.2%
CCCn1c2ccccc2c2cnn(CC(=O)N3CCN(c4ccccc4F)CC3)c(=O)c21 | · | 5.7% | ? | -0.2% | -30.3% | · | · | · | ·
COc1ccc(/C=C/C(=O)c2sc(-c3ccccc3)nc2C)cc1 | -1.2% | · | 0.0% | 1.8% | 1.5% | -3.8% | i | -1.4 | 13.1%
O=C(O)c1ccccc1NS(=O)(=O)c1ccc(N/N=C/c2ccc(O)c(O)c2)c([N+](=O)[O-])c1 | · | ? | ? | 0.2% | 16.7% | 56.2µM* | i | 1.8 | -24.5%
O=C(NCc1ccccc1Cl)C1CCN(C(=O)N2CCOc3ccccc32)CC1 | · | 1.0% | ? | 3.3% | 18.8% | · | · | · | ·
CCOC(=O)C1CCN(S(=O)(=O)c2ccc(Cl)cc2OC)CC1 | -1.3% | 2.2% | 31.1%[activator] | 0.2% | · | 6.9% | i | 2.5 | -3.7%
COc1cc2c(cc1NC(=O)CN(C)Cc1cccc(OC)c1OC)oc1ccccc12 | ? | 2.3% | ? | 3.2% | -20.9% | -6.6% | i | -2.7 | 2.2%
CCOC(=O)c1cnn2c(N)c(C#N)cnc12 | -0.9% | -3.4% | 16.3% | 0.5% | 1.9% | 19.3% | i | -0.3 | 10.9%
COc1ccc2cc([C@H](C)C(=O)N(C)Cc3ccccc3N3CCCC3)ccc2c1 | -11.0% | 18.9% | 10µM* | 2.9% | -26.8% | ? | i | -1.4 | 18.3%
O=C1C2C3C=CC(C4CC34)C2C(=O)N1/N=C/c1ccc(-c2ccc(Cl)cc2[N+](=O)[O-])o1 (configuration not stated) | 0.1% | -1.2% | -2.4% | 27.4% | · | -8.8% | i | -1.5 | 8.6%
CC(=O)NC(Cc1cc(C)ccc1C)C(=O)N1CCN(C(=O)Nc2ccc(C(C)=O)cc2)CC1 (configuration not stated) | 0.4% | 24.5% | -5.0% | -0.1% | 2.4% | 6.0% | i | -1.3 | 0.9%
O=C(O)c1ccc(-n2cccc2/C=N\NC(=O)c2cc3cc(Br)ccc3o2)cc1 | -1.4% | -3.5% | -1.0% | -0.5% | 0.5% | -10.3% | i | 0.5 | -7.4%
Cc1nc(SCC(=O)Nc2nc3ccccc3s2)n[nH]1 | -3.1% | -8.0% | 0.7% | 0.0% | -40.7% | -0.1% | i | 1.2 | 7.0%

Three entries drawn at random from the list so far, as already listed:
SMILES | Mm-Cpn inhibitor | A549 tox | TGFb SMAD3 inh | Nrf2 activator | Nrf2 inh | EPAC2 antag | Akt phos inh | CCT chaperon mod | EPAC2 agonist
O=C(O)c1ccccc1NS(=O)(=O)c1ccc(N/N=C/c2ccc(O)c(O)c2)c([N+](=O)[O-])c1 | · | ? | ? | 0.2% | 16.7% | 56.2µM* | i | 1.8 | -24.5%
Cc1cc(C)nc(NS(=O)(=O)c2ccc(Br)cc2)n1 | -0.4% | -8.2% | 21.1% | -1.0% | ? | -1.9% | i | -1.2 | 1.2%
CCOC(=O)c1cnn2c(N)c(C#N)cnc12 | -0.9% | -3.4% | 16.3% | 0.5% | 1.9% | 19.3% | i | -0.3 | 10.9%

Some of the compounds tested; rates above refer to the full screens.
